Source: PubChem (Fisher Drug Discovery Resource Center)
mcGAS inh: inhibitors of mouse cGAS. recombinant cGAS, Kinase-Glo ATP depletion luminescence. inhibition, % at 12.5 µM. hit rate 0.15% among 160,000. AID 1259399;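 note: 0% = negative control wells and 100% = reference inhibitor with no enzyme activity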
NPYLR7 ag: mosquito NPYLR7 agonism; HEK293T NPYLR7/Galpha15, GCaMP6s calcium fluorescence; activation, % at 10 µM; hit rate 0.15% among 270,000; in the data active = activation above about 40%;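 note: 0% = vehicle and 100% = reference agonist at the receptor; some compounds past the cut are filed as inactive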
hcGAS lum: inhibitors of human cGAS. recombinant h-cGAS, ATP depletion, Kinase-Glo luminescence. inhibition, % at 12.5 µM. AID 1259398. hit rate 0.081% among 290,000. Q8N884;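 note: 0% = vehicle reaction and 100% = reaction without DNA for no activity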
Target sequence (Q8N884 whole entry, looked up): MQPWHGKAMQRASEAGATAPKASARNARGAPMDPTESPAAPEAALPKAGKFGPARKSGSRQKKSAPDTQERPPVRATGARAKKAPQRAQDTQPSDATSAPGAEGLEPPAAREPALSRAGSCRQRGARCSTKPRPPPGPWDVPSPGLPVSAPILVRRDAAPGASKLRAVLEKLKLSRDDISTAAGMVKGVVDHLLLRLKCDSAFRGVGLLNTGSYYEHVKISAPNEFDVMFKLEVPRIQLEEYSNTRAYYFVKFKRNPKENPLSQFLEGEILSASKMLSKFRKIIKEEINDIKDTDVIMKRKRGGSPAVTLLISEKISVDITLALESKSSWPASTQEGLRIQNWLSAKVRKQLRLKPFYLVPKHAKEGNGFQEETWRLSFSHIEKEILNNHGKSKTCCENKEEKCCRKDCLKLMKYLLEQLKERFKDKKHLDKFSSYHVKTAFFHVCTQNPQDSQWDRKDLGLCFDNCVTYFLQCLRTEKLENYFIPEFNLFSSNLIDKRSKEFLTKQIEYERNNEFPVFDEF
* marks the source's active call; other numbers are inactive results; / = no result given. Cut-off read from the data, not from the text of the source, unless noted: active = inhibition above about 40%; inactive = the rest.

Structure	mcGAS inh	NPYLR7 ag	hcGAS lum
NC(=O)c1ccc(N2CCN(c3ccnc4ccsc34)CC2)cc1	/	-7	1
CCOc1ccccc1N1CCN(C(=O)c2cc(-c3ccco3)nn2-c2cccc(Cl)c2)CC1	-5	-1	-10
CCN(CC)c1ccc(CN(CCOC)C(=O)c2cccc(F)c2)c(OS(=O)(=O)CC)c1	-6	-2	-1
CCn1ccnc1-c1c(-c2ccccc2)ncn1CCN1CCOC1=O	-14	-7	-7
O=S(=O)(c1ccc(F)c(F)c1)N1CCCCC1	/	0	-13
COC(=O)c1sc(NC(=O)c2ccccc2Br)nc1C	-6	3	-7
CNC(=O)C(C)N(C)Cc1nc(-c2ccccc2)cs1 (stereo not given)	-2	-2	-2
O=C(C1CCCC1)N1CCCC(OCc2ccc(Br)cc2)C1 (stereo not given)	-6	-9	-5
CCC(C)(NC(=O)Nc1cccn(C)c1=O)c1nc(C)cs1 (stereo not given)	-4	-2	4
CC1CCC(NC(=O)c2ccc(-n3nc(-c4ccc(Cl)cc4)cc3N)cc2)CC1 (stereo not given)	-4	2	-5
COc1cc(CNC(=O)c2cccc(-n3ccc4ccccc43)c2)cc(OC)c1OC	/	-2	-10
O=C(c1ccccc1-c1ncc[nH]1)N1C[C@H]2CC=CC[C@H]2C1	-13	7	-8
Cc1ccccc1Oc1ncccc1CNc1cnc2ccccc2n1	/	18	-2
Cc1nc(C)c(C(=O)NCCn2ncc3c(N4CCOCC4)ncnc32)s1	-7	3	-8
Cc1cnn(-c2cc(N3CCC(n4cc(C5CC5)nn4)CC3)ncn2)c1	-11	5	-6
CCC(C)N(Cc1cccc(OS(=O)(=O)CC)c1)C(=O)c1ccccc1Cl (stereo not given)	-9	/	-2
CC(C)COc1nc(-c2cccc(C(F)(F)F)c2)n(-c2ccc(NC(=O)COCc3ccccc3)cc2)n1	-5	9	-3
COCCNC(=O)CSc1nnc(N2CCN(C(=O)Cn3cnc4ccccc43)CC2)s1	-7	-6	0
O=C1C2C3C=CC(C3)C2C(=O)N1C1CCS(=O)(=O)C1 (stereo not given)	/	21	-3
COc1ccccc1C(O)CNC(=O)Nc1ccc(C(F)(F)F)cc1 (stereo not given)	/	13	-13

The list goes on; the last five above are carried over.
Structure	mcGAS inh	NPYLR7 ag	hcGAS lum
CCC(C)N(Cc1cccc(OS(=O)(=O)CC)c1)C(=O)c1ccccc1Cl (stereo not given)	-9	/	-2
CC(C)COc1nc(-c2cccc(C(F)(F)F)c2)n(-c2ccc(NC(=O)COCc3ccccc3)cc2)n1	-5	9	-3
COCCNC(=O)CSc1nnc(N2CCN(C(=O)Cn3cnc4ccccc43)CC2)s1	-7	-6	0
O=C1C2C3C=CC(C3)C2C(=O)N1C1CCS(=O)(=O)C1 (stereo not given)	/	21	-3
COc1ccccc1C(O)CNC(=O)Nc1ccc(C(F)(F)F)cc1 (stereo not given)	/	13	-13
CC(C)CC(=O)N1CCN(c2nccn2C)CC1	-9	4	-6
Cc1cc(C(=O)CN2CCC(C(=O)Nc3ccc4c(c3)OCO4)CC2)c(C)n1CC1CCCO1 (stereo not given)	/	-5	-8
CC(=O)CSc1n[nH]c(CN2c3ccccc3Sc3ccccc32)n1	/	-3	-5
COc1ccc(-c2nc3c(C)cccn3c2NC(C)(C)CC(C)(C)C)cc1OC	-5	-8	-5
CN(C)C(=O)c1ccc(-c2cc3c(Nc4ccccc4)nccc3n2C)cc1	-4	-5	2
Cc1nc2ncc3c(=O)n(-c4ccc5c(c4)OCO5)ccc3n2n1	/	2	-2
COc1cc(-c2ccc(SCC(=O)c3ccc(C)cc3)nn2)cc(OC)c1OC	/	0	0
C=CCN1C[C@H]2COc3ccc(C)cc3[C@H]2N(C(=O)c2ccccc2OC)CCC1=O	-4	-1	-4
CC(C)C1NC(=O)N(CC(=O)N(C(C)C)C2CCCCC2)C1=O (stereo not given)	-17	-2	-11
Cc1ccc(OCC2c3ccsc3CCN2C(=O)CN(CC2CCCO2)C(=O)c2cccc(Cl)c2)c(C)c1 (stereo not given)	0	-2	-2
O=C(CN1C(=O)COc2ccccc21)Nc1ncc(Cc2cc(F)cc(F)c2)s1	-9	5	-7
C(#Cc1ccccc1)CN(Cc1nc(-c2ccco2)no1)C1CC1	-12	-1	-8
O=C(c1ccc2oc(CCCc3ccccc3)nc2c1)N1CCN(c2ncccn2)CC1	/	6	-9
Cc1ccoc1C(=O)N1CCN(CCn2cncn2)CC1	/	2	-1
O=C(Nc1ccc2nc([C@@H]3O[C@H](CO)[C@@H](O)[C@H](O)[C@H]3O)[nH]c2c1)NC(c1ccccc1)c1ccccc1	-2	-2	0
CCc1cc(CN(C)C(=O)Cc2c(C)[nH]c3ccccc23)on1	-22	-1	-4
Cc1cc(=O)[nH]c(-n2nc(-c3cccs3)cc2NC(=O)/C=C\c2ccccc2)n1	/	2	-12
CN1CCCC(NC(=O)c2ccc3noc(-c4ccccc4)c3c2)C1 (stereo not given)	/	6	-2
Clc1ccccc1C1SCC2=Nc3ccccc3CN21 (stereo not given)	-3	2	-10
CC(C)CCn1c(N2CCCC(C)C2)nc2c1c(=O)[nH]c(=O)n2C (stereo not given)	/	0	4
COc1ccc(NC(=O)N2CCc3ccccc3C2c2ccc(Cl)cc2)c(C)c1 (stereo not given)	-10	18	-9
O=C1CSC(c2cccc(NS(=O)(=O)c3ccc(F)cc3)c2)N1c1ccc(F)cc1 (stereo not given)	-1	0	2
CC(C#N)Sc1nnc(-c2ccc(Cl)cc2Cl)n1C(C)C (stereo not given)	/	0	-5
O=c1c2c(nc(SCc3ccc(Cl)cc3)n1-c1ccccc1)CCS2	/	-1	-7
CC(C)c1ccc2[nH]c(O)c(N=NC(=O)OC(C)(C)C)c2c1	/	-8	-2
CCn1cc(S(=O)(=O)N(C)C2CCc3nn(CC4CC4)c(=O)n3CC2)cn1 (stereo not given)	-6	/	-16
COc1cn(CC(=O)Nc2ccccc2C)c(CSc2ncccn2)cc1=O	-8	-5	-8
COc1ccc(NC2CCCN(C(=O)c3cn(CCCN)nn3)C2)cc1 (stereo not given)	/	9	1
CCCNC(=O)C1(C)CCN(Cc2noc(-c3ccccc3OC)n2)C1 (stereo not given)	/	1	-10
CCOc1ccc(C2c3cccn3CCCN2Cc2ccccc2C)cc1 (stereo not given)	-5	-1	-3
COc1ccc(Br)cc1S(=O)(=O)N1CCN(C(=O)c2cc(-c3ccccc3)nc3ccccc23)CC1	-4	-8	-5
Cc1cc(OCC2CN(C(=O)COc3ccccc3C)CCO2)ccc1Cl (stereo not given)	-5	-2	-4
CCc1ccc(-c2c(-c3ccccc3)ncn2CCc2nn[nH]n2)nc1	-9	-4	-5
S=c1[nH]nc(-c2snnc2-c2ccccc2)n1-c1cc(Cl)cc(Cl)c1	/	-12	-3
Cc1cc(N2CCC(CCC(=O)NC3CCN(Cc4ccccc4)C3)CC2)nc(N(C)C)n1 (stereo not given)	-11	16	-9
COC(=O)C1CCCCN1Cc1ccc2c(c1)CN(C(=O)CSc1nnc(C)s1)CCO2 (stereo not given)	-27	1	-5
CN(c1ccccc1)N1CC(C(=O)N2CCCC2C2CCCCC2)CC1=O (stereo not given)	-5	-8	-8
CCOC(=O)C1CCN(C(=O)c2c(C)c3c(n2Cc2cccc(F)c2)CCCC3)CC1	-5	-3	-3
COc1ccc(CC(=O)Nc2nnc(-c3ccc(S(=O)(=O)N(C)C)cc3)o2)cc1C	/	1	-2
COc1ccc(C(=O)C2CCCN(C(=O)CCC3=NNC(=O)CC3)C2)c(C)c1 (stereo not given)	-7	15	-1

Entries of single compounds, quoted from the list. Values in the order: mcGAS inh | NPYLR7 ag | hcGAS lum
Record of S=c1[nH]nc(-c2snnc2-c2ccccc2)n1-c1cc(Cl)cc(Cl)c1 : / | -12 | -3
Record of O=c1c2c(nc(SCc3ccc(Cl)cc3)n1-c1ccccc1)CCS2 : / | -1 | -7

Compounds shown so far that have bromine:
Structure	mcGAS inh	NPYLR7 ag	hcGAS lum
COC(=O)c1sc(NC(=O)c2ccccc2Br)nc1C	-6	3	-7
O=C(C1CCCC1)N1CCCC(OCc2ccc(Br)cc2)C1 (stereo not given)	-6	-9	-5
COc1ccc(Br)cc1S(=O)(=O)N1CCN(C(=O)c2cc(-c3ccccc3)nc3ccccc23)CC1	-4	-8	-5

(further entries)
Structure	mcGAS inh	NPYLR7 ag	hcGAS lum
CC(c1ccc(F)c(F)c1)N(C)C(=O)Cn1[nH]c(=O)ccc1=O (stereo not given)	-17	7	-10
O=C(c1ccccc1F)N(CCN1CCCCC1)Cc1csc(COc2cc(Cl)ccc2Cl)n1	-5	9	-3
CCN(C(=O)c1cn2c(n1)CNCC2)C1CCOC(C)(C)C1 (stereo not given)	-15	/	-1
Cc1[nH]ccc1C(=O)NC1(CNC(=O)OC(C)(C)C)CCCC1	/	6	-5
COC(=O)c1ccc(NC(=O)Cn2c(-c3nnc(C(C)C)o3)cc3ccccc32)cc1	-9	-1	-5
CNCc1n[nH]c2c1CCCCC2	2	2	-6
CC12CCCC(=O)C1C(c1ccccc1)NC2c1ccccc1 (stereo not given)	/	4	-3
Cc1ccc2nc(C)c(C(=O)N3CC(n4cccn4)C3)cc2c1	/	1	-7
COc1ccc(C2CN(C(=O)NC(C)C)CC2C(=O)NCc2cccnc2)c(OC)c1 (stereo not given)	/	6	-1
CN(C(=S)NC1CCCCC1)c1ccc(O)cc1	/	-2	-3
CCOC(=O)C1=C(C)NC2=C(C(=O)CCC2)C1c1ccc(OCc2ccccc2)c(OC)c1 (stereo not given)	/	4	0
C#CCNC(=O)CN(CC)C1C2CC3CC(C2)CC1C3 (stereo not given)	/	10	-3
CC(=O)c1sc(=Nc2cccc(Cl)c2)n(N2CCOCC2)c1C	-6	-5	-3
Cc1ccc(CNC(=O)CC2(Cc3ccccc3)C(=O)N(C)c3ccccc32)o1 (stereo not given)	-3	/	-4
CCS(=O)(=O)c1ccc(-c2ccc(NS(=O)(=O)c3cc(C)cc(C)c3)cc2)nn1	-8	6	-12
CC(C)C(=O)Nc1ccc(CNC(=O)CCN2C(=O)NC3(CCCC3)C2=O)cc1	-7	10	-6
Cn1cc(NC(=O)Nc2cccc3c2CCN(S(C)(=O)=O)C3)cn1	/	0	-3
COc1ccc(-c2ccc(N3CCN(C(=O)c4cccs4)CC3)nn2)cc1OC	-10	/	-4
O=C(CCC1CCCN(Cc2cnc(N3CCOCC3)s2)C1)Nc1ccccc1F (stereo not given)	/	15	-7
O=C(CN1C(=O)C2C3C=CC(C3)C2C1=O)Nc1nncs1 (stereo not given)	-2	4	-1
COc1cccc(OC)c1C(=O)N1CCN(c2nc(CCC(C)C)nc3c2cnn3-c2cccc(Cl)c2)CC1	-5	38	-5
CCCC(=O)N1CCCC1(C)C(=O)N(C)Cc1cccc2ccccc12 (stereo not given)	-7	6	-16
COc1cc(OC)cc(C(=O)N2CCC3(CC2)SCCN3C(=O)c2ccccc2F)c1	-6	/	-12
CC(C)(C)OC(=O)CCNCc1ccc2n1CCCN=C2c1ccc(Cl)c(Cl)c1	/	12	3
COCCCNc1nc2nonc2nc1NC1(c2ccccc2)CC1	/	7	-7
Cc1cccc(Nc2ccc(NCCNC(=O)Nc3ccccc3)nn2)n1	/	13	-6
CCc1nnc(-c2cc3ccccc3n2CC(=O)c2ccc(OC)cc2)o1	-8	-4	-5
CCN1CCN(C(=O)CC(c2cccc(OC)c2OC)c2c[nH]c3ccccc23)CC1 (stereo not given)	-8	4	-3
CN(C(=O)Nc1cccc(F)c1)C1CCC2(CC1)OCC(C)(C)CO2	-5	2	-3
COC(=O)CCCNC(=O)c1cc(S(=O)(=O)N2CCCCC2)ccc1Cl	1	-1	5
O=C(O)c1ccccc1N=Cc1nc(-c2ccc(Cl)cc2)oc1O	-1	-10	1
CC1(c2ccc(OC(F)(F)F)cc2)NC(=O)NC1=O (stereo not given)	/	9	-11
CC(=O)N1CCN(C(=O)C(=O)NCC(c2ccc(N(C)C)cc2)N2CCc3ccccc32)CC1 (stereo not given)	/	8	-6
Cc1cc(C(=O)N2CCCC(O)(CO)CC2)c2cc(Cl)ccc2n1 (stereo not given)	-11	3	-4
Cc1nc(C)c(C(=O)N2CCN(c3ccc(-c4cccs4)nn3)CC2)s1	-8	-2	-9
N#Cc1cnn(-c2cccc(C(=O)NOC3CCCCO3)c2)c1N (stereo not given)	-15	-8	-8
COc1cccc(OCC(=O)Nn2cnc3c(cnn3C(C)(C)C)c2=O)c1	/	6	-12
Cc1ccc2nc3sc(C(=O)O)cc3cc2c1	-4	0	-8
CN(Cc1ncc[nH]1)C(=O)COc1ccc2c(c1)OCO2	-15	-7	-6
NCC1Cc2cc(-c3cc(C(F)(F)F)cc4[nH]cnc34)cc(Cl)c2O1 (stereo not given)	/	1	-8
CC(C)(C)Nc1c(-c2cccc(Cl)c2)nc2c(OCc3ccccc3)cccn12	-5	24	-1
CCc1nc2n(n1)C(=O)C(C(c1cccc(OC)c1)N1CCC(C(N)=O)CC1)S2 (stereo not given)	1	-5	3
C=CCc1cc(C=C2SC(=O)N(C(C)CC)C2=O)cc(OC)c1OCC(=O)OC (stereo not given)	2	17	-7
CCC(=O)NNC(=O)CNS(=O)(=O)c1ccccc1	-7	3	-3
COc1cn2c(cc1=O)C(=O)N(CCNC(=O)c1cccc3ccccc13)CC2	/	14	-3
